E coli Lon inh – inhibitors of E. coli Lon protease, primary screen, biochemical, fluorescence polarization; P0A9M0; purified E. coli Lon protease; inhibition, % at 7.94 µM; 360,000 tested, 0.42% active; in the data active = inhibition above about 13%, passing the limit was not always enough;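 note: 0% = enzyme with probe and DMSO and 100% = no enzyme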
Rin1 Abl inh – inhibitors of Rin1-Abl protein binding, primary screen, biochemical, TR-FRET; Tyrosine-protein kinase ABL1 (Homo sapiens) + Ras and Rab interactor 1 (Homo sapiens), …; inhibition, % at 7.35 µM; 360,000 tested, 0.4% active; in the data active = inhibition above about 5%, passing the limit was not always enough
MsrA act – bovine MsrA enzyme activators, primary screen, biochemical, absorbance, HTS | Methionine sulfoxide reductase A (Bos taurus) | purified bovine MsrA, absorbance read-out | activation, % at 10.6 µM | 360,000 tested, 0.3% active; in the data active = activation above about 7.5%;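 note: 0% = vehicle and 100% = reference activator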
CendR NRP1 mod – modulators of CendR peptide binding to NRP-1, primary screen, biochemical, fluorescence polarization, uHTS. Neuropilin-1 (Homo sapiens), O14786. FAM-RPARPAR peptide binding to NRP-1. inhibition, % at 25 µM. 360,000 tested, 0.85% active;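 active = inhibition or corrected inhibition above about 18%, plus a signal ratio from 0.5 to 1.5, limit read from the data, passing the limit was not always enough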; note: strong numbers were not always called active
Target sequence (O14786 whole entry, looked up): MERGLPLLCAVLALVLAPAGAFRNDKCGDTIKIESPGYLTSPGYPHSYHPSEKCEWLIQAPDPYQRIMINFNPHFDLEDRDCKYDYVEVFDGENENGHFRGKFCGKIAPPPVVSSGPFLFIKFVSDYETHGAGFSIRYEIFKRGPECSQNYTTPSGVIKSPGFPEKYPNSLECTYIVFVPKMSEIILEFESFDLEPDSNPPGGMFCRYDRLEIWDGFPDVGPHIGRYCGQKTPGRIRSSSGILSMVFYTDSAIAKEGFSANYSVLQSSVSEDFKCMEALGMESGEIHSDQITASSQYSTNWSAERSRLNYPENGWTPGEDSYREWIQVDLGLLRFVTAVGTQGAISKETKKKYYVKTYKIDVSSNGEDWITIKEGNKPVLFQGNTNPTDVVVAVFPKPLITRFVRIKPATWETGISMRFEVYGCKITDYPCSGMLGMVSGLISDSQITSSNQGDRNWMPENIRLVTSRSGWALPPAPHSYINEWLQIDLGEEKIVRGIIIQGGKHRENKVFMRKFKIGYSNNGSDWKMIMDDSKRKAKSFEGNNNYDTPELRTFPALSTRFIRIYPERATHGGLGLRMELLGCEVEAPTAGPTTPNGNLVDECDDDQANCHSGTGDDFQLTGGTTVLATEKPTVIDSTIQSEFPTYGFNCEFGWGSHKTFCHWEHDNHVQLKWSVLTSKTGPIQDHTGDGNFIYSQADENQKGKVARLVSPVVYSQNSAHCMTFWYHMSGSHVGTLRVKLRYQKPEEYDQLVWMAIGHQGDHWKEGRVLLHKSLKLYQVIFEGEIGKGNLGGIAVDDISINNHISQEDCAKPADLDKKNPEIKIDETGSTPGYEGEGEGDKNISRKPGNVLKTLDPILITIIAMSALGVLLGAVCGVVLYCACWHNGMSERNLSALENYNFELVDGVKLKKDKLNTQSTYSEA
SKN-1 block – suppressors of acrylamide-induced Pgst-4::GFP reporter in worms, primary screen, SKN-1 inhibitor project, whole organism, uHTS, GFP/RFP fluorescence ratio, strain VP596; C. elegans VP596 Pgst-4::GFP/RFP ratio, 24 h; inhibition, % at 21.8 µM; 360,000 tested, 0.49% active;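 active = interference check ratio from 0.5 to 1.5 plus GFP to RFP signal ratio inhibition reaching or exceeding a fixed threshold, cut at about 30% in these data, passing the limit was not always enough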; note: some compounds called inactive have numbers as strong as hits
FAS-TE inh – FAS thioesterase domain inhibitors, primary screen, biochemical, fluorescence intensity, uHTS; Fatty acid synthase (Homo sapiens), P49327; recombinant FAS-TE, OMFH fluorogenic substrate, fluorescence endpoint; inhibition, % at 15 µM; 360,000 tested, 0.67% active;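 active = compounds whose normalised, plate-corrected inhibition of enzyme fluorescence in the single-dose primary screen is 50% or more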;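 note: 0% = DMSO with enzyme and 100% = substrate without enzyme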
Neddylation inh – inhibitors of cullin neddylation, primary screen, biochemical, TR-FRET, uHTS, NAE and Ubc12; calls only at 25 µM; NEDD8-conjugating enzyme Ubc12 (Homo sapiens) + NEDD8-activating enzyme E1 regulatory …; 360,000 tested, 0.58% active; in the data active = inhibition above about 36%
MT1-MMP act inh – blockers of MT1-MMP proenzyme processing, primary screen, HT1080 RFP-PRO-GFP cells, GFP/RFP fluorescence. Matrix metalloproteinase-14 (Homo sapiens), P50281. GFP/RFP ratio fluorescence, overnight; percent of plate control window, DMSO zero. GFP/RFP ratio change, % at 20 µM. 360,000 tested, 0.061% active. AID 651647, 2012;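 active = GFP/RFP ratio change of at least 30% with cell ATP level not reduced by more than half and red fluorescence within 50% of control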; note: strong numbers were not always called active
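Assay system: HT1080 RFP-PRO-GFP cells | Dosing: 20 µM single dose, 1% DMSO | Incubation: Cells overnight before dosing, compound overnight, 37 °C, 5% CO2 | Evaluation: GFP/RFP fluorescence ratio | Control set: DMSO-only wells and HT1080 RFP-L50D-GFP cell wells as references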
MLLE-PAM2 inh – inhibitors of PABP1 MLLE–PAM2 peptide binding, primary screen, biochemical, fluorescence polarization, FITC-PAM2, GST-MLLE. Polyadenylate-binding protein 1 (Homo sapiens), P11940. inhibition, % at 20 µM. 360,000 tested, 0.36% active; in the data active = inhibition above about 35%, passing the limit was not always enough;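 note: plate controls were DMSO wells with GST-MLLE for no effect and wells lacking GST-MLLE protein for full effect; some results filed as inactive read as strong as hits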
An asterisk follows results filed as active; i = inactive; nt = no result given.

mol,MsrA act,SKN-1 block,E coli Lon inh,MT1-MMP act inh,MLLE-PAM2 inh,Neddylation inh,Rin1 Abl inh,CendR NRP1 mod,FAS-TE inh
CCOc1ccc(C(CC(=O)O)NC(=O)CCCOc2ccc(Cl)cc2C)cc1 (configuration not stated),-7,-5,-5,1,-15,i,2,10,-2
CCSCCOC(=O)C1=C(C)NC2=C(C(=O)CCC2)C1c1coc2ccccc2c1=O (configuration not stated),-4,18,2,2,5,i,20*,-10,8
O=C(Nc1ccccc1C(=O)NCc1ccco1)c1ccco1,-5,3,-9,-2,11,i,-2,-13,-6
CCCCOc1ccc(C2OC34CCCCC3C(C#N)(C#N)C2(C#N)C(=N)O4)cc1 (configuration not stated),1,49,27,-33,81,nt,-1,-1,13
Cc1ccc(NC(=O)c2cccnc2)cc1C,-3,3,2,-5,11,i,0,7,-3
Cc1cc(C)nc(SCC(=O)Nc2ncc(C(F)(F)F)cc2Cl)n1,-1,-5,-8,2,2,i,2,12,-6
COc1ccc(NC(=O)Nc2ccc3nc([C@@H]4O[C@H](CO)[C@@H](O)[C@H](O)[C@H]4O)[nH]c3c2)cc1OC1CCCC1,-1,5,6,8,-11,i,-4,-8,-1
Cn1c(SCC(=O)OCc2ccccc2)nnc1-c1ccco1,-1,11,1,3,-6,i,-2,6,-4
CCN1CCc2c(sc(NC(=O)c3cc4ccccc4cc3OC)c2C(N)=O)C1,0,22,-89,-8,-77,nt,-5,-67,6
CCCCNC(=O)CCCCCNS(=O)(=O)c1ccc(Br)cc1,-3,4,5,0,-3,i,-1,8,0
O=C(NC1CCCC1)C1c2ccccc2C(=O)N1C1CCCCC1 (configuration not stated),-2,3,-3,-3,0,i,0,-8,-4
COc1ccc(N2CCN(c3ccc(NC(=O)NN)cc3)CC2)cc1,-3,-11,-11,4,-1,i,-1,7,-6
CCC(C)NC(=O)Cn1nc(C(F)(F)F)c2c1CCC2 (configuration not stated),-1,0,6,-3,-4,i,0,8,-2
Cc1sc2c(c1C)c(=O)n(-c1ccc(Cl)cc1)c(=O)n2Cc1cc(=O)n2ccccc2n1,3,-2,-11,-5,-33,i,5,-9,4
NC(=O)c1ccc(NC(=O)CNc2cc(S(=O)(=O)N3CCOCC3)ccc2N2CCCC2)cc1,-2,14,-10,-2,-17,i,1,-13,3

(more compounds)
mol,MsrA act,SKN-1 block,E coli Lon inh,MT1-MMP act inh,MLLE-PAM2 inh,Neddylation inh,Rin1 Abl inh,CendR NRP1 mod,FAS-TE inh
CC(C)C(C(=O)NCc1ccccc1)N(CC1CCCO1)C(=O)CNS(=O)(=O)c1ccccc1 (configuration not stated),-1,4,3,-4,-1,i,0,9,0
COc1ccc(OC)c(NP2(=O)OCC(C)([N+](=O)[O-])CO2)c1 (configuration not stated),-2,14,0,5,7,i,3,15,-2
c1ccc(NC2=NCCN2CCC2CCCC2)cc1,-2,4,-1,-3,15,i,2,17,-6
Cc1ccccc1OCCNC(=O)c1ccccc1Sc1ccccc1C#N,-4,27,-12,4,13,i,1,18,2
CC(C)NC(=O)CC1(C(=O)NCc2ccc(Cl)cc2)CCCC1,2,28,-11,-1,1,i,3,3,-4
O=C(CSc1nnc(SCC(=O)c2ccco2)s1)c1ccco1,-2,30,-5,3,-62,i,0,9,-5
Cc1c(C(N)=O)sc2ncn(CC(=O)N3CCC(C)CC3)c(=O)c12,-3,-12,-13,5,2,i,0,4,-8
COC(=O)c1ccccc1NC(=O)C1COc2ccccc2O1 (configuration not stated),0,17,-10,-3,-9,i,1,-8,21
Cc1nnc(SC(C)C(=O)NC2CCCCC2C)s1 (configuration not stated),-1,8,-10,2,8,i,2,-6,-8
COc1ccc(-c2c[nH]c(=O)[nH]c2=O)cc1OC,-2,-3,1,2,-2,i,8,3,2
CCOC(=O)c1c(NC(=O)Cn2nc(C(F)(F)F)cc2C)sc(C)c1C,1,9,-8,nt,21,i,0,2,-9
O=C1CN(C(=O)COC(=O)c2cccnc2Cl)c2ccccc2N1,-15,3,0,0,10,i,3,6,-3
O=C(OCn1nnc2ccccc2c1=O)c1ccc(F)c(S(=O)(=O)N2CCOCC2)c1,-3,7,-6,1,16,i,0,-8,17
Cc1ccc(NC(=O)CN(C)C(C)C(=O)N2CC(C)CC(C)C2)cc1 (configuration not stated),-2,2,-16,-4,-11,i,0,6,-3
CCCCNS(=O)(=O)c1ccc(NC(=O)Cc2ccccc2[N+](=O)[O-])cc1,-8,-7,-4,-5,15,i,3,12,4

(more compounds)
mol,MsrA act,SKN-1 block,E coli Lon inh,MT1-MMP act inh,MLLE-PAM2 inh,Neddylation inh,Rin1 Abl inh,CendR NRP1 mod,FAS-TE inh
O=C(O)c1ccc(NN=Cc2cc(=O)[nH]c(=O)[nH]2)cc1,-5,16,-4,-4,7,i,-2,-7,-5
COC(=O)c1c(C(C)=O)c(C)n(C)c1C,-3,-6,3,1,8,i,-4,-4,-6
CCOc1ccc(NC(=O)CN(C)C(=O)CC(NC(=O)c2ccccc2)c2ccccc2)cc1OCC (configuration not stated),-2,25,0,4,17,i,-3,-2,-3
Cc1nn(CC(=O)NCCCN2CCCC2=O)c(C)c1[N+](=O)[O-],-5,5,10,-1,-22,i,4,-3,-10
Cn1c(C(=O)NCCc2c[nH]c3ccccc23)cc2sccc21,-7,-19,-7,2,8,i,-1,-9,11
CCCc1nc2ccccc2c(=O)n1/N=C/c1ccc(O)c(O)c1,-2,5,4,1,13,i,-3,-21,-5
COc1ccc(CNC(=O)CCNC(=O)N2CC(=O)Nc3ccccc32)cc1,1,13,4,1,7,i,-1,-8,-10
Cc1cc(C)n(-c2ccc(C(=O)Oc3ccc4c(c3)OCO4)cc2)n1,0,37*,5,-10,6,i,-1,-2,11
Cc1sc(NC(=O)c2cccs2)nc1-c1ccccc1,-2,19,4,-40,-4,i,-4,12,19
COc1ccc(CCNC(=O)C2CCCN(c3nc(C)cc(C)n3)C2)cc1 (configuration not stated),-2,3,-9,2,8,i,0,-1,-1
Nn1c(SCC(=O)Nc2ccccc2F)nnc1C1CCCCC1,-7,9,0,1,-6,i,0,-1,-4
O=C(CN1C(=O)c2ccccc2S1(=O)=O)N1CCN(c2ccccc2)CC1,-2,-6,2,-2,15,i,-2,-10,-4
O=C(CNC(=O)c1cccc(Cl)c1)N/N=C/c1cccnc1,-2,2,-2,7,11,i,1,3,-4
Cc1ccccc1NC(=S)Nc1cccc([N+](=O)[O-])c1,-5,-14,-8,11,18,i,-4,3,2
CCN(N=O)c1ccc(C=C2C=Cc3ccccc32)cc1,2,-11,-12,4,13,i,2,-10,18

Remaining list, next part
mol,MsrA act,SKN-1 block,E coli Lon inh,MT1-MMP act inh,MLLE-PAM2 inh,Neddylation inh,Rin1 Abl inh,CendR NRP1 mod,FAS-TE inh
Cc1ccc(S(=O)(=O)N(CCO)Cc2cc3ccc(C)c(C)c3[nH]c2=O)cc1,1,-22,-8,3,-9,i,3,5,0
COc1ccccc1N1CCN(C(=O)CCCn2c(=S)[nH]c3ccccc3c2=O)CC1,-2,-5,3,-3,-64,i,-2,-4,53*
CCCCOc1ccc(S(=O)(=O)Nc2ccc(NC(C)=O)cc2)cc1,-2,14,3,13,-1,i,1,-1,6
O=C(Nc1ccc(Br)cn1)c1ccc([N+](=O)[O-])o1,7,-3,-2,-1,4,i,-1,-1,5
CCCCCCN1C(=O)CC(NC(=O)OCC2c3ccccc3-c3ccccc32)C/C=C\C1C(C)C (configuration not stated),-1,4,1,-3,-23,i,2,5,19
CCn1ncc(Br)c1C(=O)Nc1ccc(F)c([N+](=O)[O-])c1,-2,-8,-4,0,11,i,-3,-19,13
CC(Cc1ccccc1)C(=O)N(C)Cc1ccccc1 (configuration not stated),-12,-3,5,4,6,i,3,18,1
CCOC(=O)C1(Cc2cccc(OC)c2)CCN(Cc2csc(C(C)=O)c2)CC1,-4,6,1,1,11,i,3,-3,1
O=C(Nc1ccccc1SC(=O)c1ccccc1)c1ccccc1,6,18,16,-3,22,i,-1,1,-2
CC(C)OCCCN(C)C1CCN(S(=O)(=O)c2ccc(-c3cc(C(F)(F)F)no3)s2)CC1,-1,-2,-6,0,-13,i,2,14,4
COc1ccc(NC(=O)c2ccc(S(=O)(=O)C(F)F)cc2)c(OC)c1,-6,-8,-4,4,1,i,-1,-12,1
S=C(Nc1ccccc1)Nc1nccs1,-2,8,0,3,30,i,-1,0,-4
CC(=O)Nc1ccc(OC(=O)c2cccnc2)cc1,-2,-23,-4,2,5,i,0,7,-5
CCCCn1nc(C(=O)Nc2ccc3c(c2)OCO3)c2ccccc2c1=O,-1,2,-1,-9,8,i,0,-6,19
COc1ccc(C2=CC(c3ccc(Cl)cc3)n3cnnc3N2)cc1OC (configuration not stated),-12,-22,8,-56,44,nt,1,-4,-5

Next compounds
mol,MsrA act,SKN-1 block,E coli Lon inh,MT1-MMP act inh,MLLE-PAM2 inh,Neddylation inh,Rin1 Abl inh,CendR NRP1 mod,FAS-TE inh
C/C(=N\NC(=O)c1ccc(CN(C)S(=O)(=O)c2ccc(C)cc2)cc1)c1ccc(OC(F)F)cc1,1,-4,0,-5,0,i,4,-16,-6
CCN(CC)S(=O)(=O)c1ccc(-c2nnc(SCC(=O)Nc3nnc(C)s3)n2CC)cc1,-11,-3,-1,0,-62,i,9,0,-9
Cc1ccc(CNC(=O)CCc2ccc(S(=O)(=O)NCC(C)C)cc2)cc1,1,5,1,6,-1,i,-3,-6,1
COc1cc(OC)cc(-c2cc3nc(C)c(CCC(=O)O)c(=O)n3[nH]2)c1,-2,13,-1,5,2,nt,0,-1,-5
COc1cc(C)c(NC(=S)NCCCN2CCOCC2)cc1OC,-6,2,-5,1,22,i,1,24,-8

High-throughput results: PubChem, several laboratories
